Source: PubChem
SDO1 yeast rescue – restores growth of sdo1-depleted yeast; S. cerevisiae sdo1-depleted JHY4D growth rescue, OD600 30 h; hits give high values; pdr5 snq2 efflux-pump mutant strain; z-score at 10 µM; 0.21% of 140,000 active; AID 817;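 active = z-score above 3 at both the 24 hr and the 30 hr optical density reads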;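 note: z-score against mean and SD of all compound wells on the same plate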
INS promoter inh – TRM-6 insulin promoter activity inhibition. inhibition, % at 2 µM. AID 1273. TRM-6 cells (human fetal islet line), insulin promoter-eGFP reporter, imaging; reporter expression induced with tamoxifen. 0.9% of 130,000 active;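 active = inhibition above the mean plus 3 SD, with well images judged a real hit on visual review, cut at about 60% in these data, passing the limit was not always enough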
SDO1 yeast rescue Rescue 24 h – second read-out of SDO1 yeast rescue, no call of its own (marks repeat the call); z-score; S. cerevisiae sdo1-depleted JHY4D growth rescue, OD600; measured here: growth rescue at 24 h;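 0 is the plate mean of compound wells and units are plate SD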
* hit, by the source's call; . = not tested or not shown.

SDO1 yeast rescue,SDO1 yeast rescue Rescue 24 h,INS promoter inh,smiles
1.2,1.4,-4,CCN(CC)C(=O)c1sc(NC(=O)C(Sc2ccccc2)c2ccccc2)c(C(=O)OC(C)C)c1C (configuration not stated)
.,.,-8,CC(=O)C1=C(O)CC(c2ccccc2)CC1=NCCc1ccccc1 (configuration not stated)
-0.88,-0.35,.,O=C(NCC(c1ccco1)N1CCN(c2ccc(F)cc2)CC1)OCc1ccccc1 (configuration not stated)
0.33,0.01,-19,O=C(O)C1C2CC3C(OC(=O)C31)C2Cl (configuration not stated)
1.8,1.6,0,O=C(O)c1ccccc1S(=O)(=O)c1ccccc1CO
0.92,0.38,.,Cc1ccnc(SCC(=O)c2ccc([N+](=O)[O-])cc2)n1
-0.21,-0.61,-114,CN(C)CCNC(=O)C(C(=O)c1ccc(F)cc1)n1ccccc1=O (configuration not stated)
-0.31,-0.24,70*,CCOC(=O)c1[nH]c(C)c(C(=O)c2cc(F)ccc2F)c1C
-0.38,-0.31,-71,CC(C)(C)c1ccc(S(=O)(=O)N2CCN(CCC#N)CC2)cc1
-0.32,-0.49,11,O=C(c1cccs1)N(C(=O)c1cccs1)c1ccccn1
.,.,7,COc1ccc(C2C3=C(CC(C)(C)CC3=O)N(C)C3=C2C(=O)CC(C)(C)C3)cc1
1.7,2.4,49,O=C(NCCN1CCCCC1)c1cc(OCC(F)(F)F)ccc1OCC(F)(F)F
.,.,-60,Cc1ccc(NC(=S)N2CCCC(c3nc4ccccc4[nH]3)C2)cc1 (configuration not stated)
-2,-1.6,-206,Cc1nn(-c2ccc(F)cc2)c(Cl)c1/C=C1\C(=O)Nc2ccccc21
.,.,10,O=C(O)C1CC(O)CN1c1nc(Cl)ccc1[N+](=O)[O-] (configuration not stated)

SDO1 yeast rescue,SDO1 yeast rescue Rescue 24 h,INS promoter inh,smiles
.,.,41,CCCCOc1ccc(C2NC(=O)NC(C)=C2C(C)=O)cc1OCC (configuration not stated)
1.2,1.1,.,CCS(=O)(=O)n1nc(-c2ccccc2)cc1N
0.88,0.13,35,Cc1cc(=O)n2c3ccccc3n(CC(O)CN3CCC(C)CC3)c2c1C#N (configuration not stated)
0.48,0.04,-5,N[C@@H](C(=O)N[C@@H]1C(=O)N2C(C(=O)O)=C(Cl)CS[C@H]12)c1ccccc1
-0.77,-1.7,22,O=C(O)c1ccc(O)c(N2C(=O)Nc3ccccc3N2O)c1
-1.3,-1.2,13,CC12CC3(C)CC(C)(C1)CC(NC(=O)N1CCCC1)(C2)C3
-0.21,0.17,.,COc1cccc(NC(=O)CN2C(=O)C(c3ccc(C)cc3)=NC23CCCCCC3)c1
-0.33,-0.63,.,O=C(c1cccs1)N1CCC2(O)CCCCC2C1c1ccc(F)cc1 (configuration not stated)
-2.4,-1.4,.,OC(COc1ccc(Cl)c2ccccc12)CN1CCN(c2ccccn2)CC1 (configuration not stated)
0.58,0.77,12,COC(=O)C1CCN(C(=O)CSc2nnc(-c3ccncc3)o2)CC1
0.53,-0.04,-64,Cc1c(NC(=O)OCCSc2nc(N(C)C)nc(N(C)C)n2)sc(=S)n1C
1,0.02,-113,NC(=O)c1ccccc1NC(=S)NC(=O)c1ccc(Br)o1
0.87,0.47,-96,CN(CC(=O)Nc1cccc2ccccc12)c1ccc(S(=O)(=O)N2CCOCC2)cn1
0.42,0.68,.,O=C(O)CCc1ccc(-c2cccs2)n1-c1ccc(C(=O)O)cc1
.,.,-62,Cc1cc(C)c(OCCN2CC(C)OC(C)C2)c(Br)c1 (configuration not stated)

SDO1 yeast rescue,SDO1 yeast rescue Rescue 24 h,INS promoter inh,smiles
-0.23,1.2,.,Cc1cnn(-c2cc(N/N=C/c3ccccc3)ncn2)c1
-0.22,0.2,.,COc1ccc(C2CC(c3ccccc3C)n3nc(N)nc3N2)cc1 (configuration not stated)
0.73,1.5,14,CCOC(=O)CC(=O)CSc1nc(-c2cccnc2)cc(C)c1C#N
.,.,35,N=C1/C(=C\c2ccc(OC(=O)c3ccco3)cc2)C(=O)N=C2SC=NN12
-0.15,0.56,10,CC1=C(C(=O)Nc2ccc(C)cc2C)C(c2cccc(Cl)c2)n2nc(C(=O)OC(C)C)nc2N1 (configuration not stated)
-1,-0.67,-44,COc1ccc(-n2ccnc2SCC(=O)Nc2ccc(OC)cc2OC)cc1
-0.22,-0.83,7,CS(=O)(=O)N(Cc1ccccc1)c1ccc(C(=O)NN=C2CCCCCC2)cc1
-0.69,-0.81,-50,S=C(N/N=C1\C2CN3CCN(C2)CC1(c1ccccc1)C3)Nc1ccccc1
.,.,-17,COc1ccc(CC(=O)Nc2nc(C)cs2)cc1
-0.32,-1.2,13,Cc1ccc(C2N(c3nccs3)C(=O)C3CCCN32)cc1 (configuration not stated)
0.08,-0.5,6,Cc1cccc(NC(=S)NN2CCN(C)CC2)c1
-1.4,-1.2,.,N#C/C(=C\c1ccc(F)c(F)c1)C(=O)NC1CCCCC1
0.79,0.8,-11,CN1C(=S)SC(C)(C)C1NO (configuration not stated)
0.02,0.04,33,COc1ccnc(N2CCN(c3cccc(C(F)(F)F)c3)CC2)c1C#N
0.97,0.22,0,CCOc1ccc(N(C(C)C(=O)NN=C2CCCCCCC2)S(C)(=O)=O)cc1 (configuration not stated)

SDO1 yeast rescue,SDO1 yeast rescue Rescue 24 h,INS promoter inh,smiles
0.25,-0.01,12,CN1CCc2cc3c(c4c2C1CC41CCC(=NO)CC1)OCO3 (configuration not stated)
-1.4,0.83,8,CCOC(=O)c1c(NC(=O)c2cccs2)sc(C)c1C
-0.41,-0.25,.,CCN(c1ccccc1)S(=O)(=O)c1cccc(C(=O)OCc2nc3sc(C)c(C)c3c(=O)[nH]2)c1
-1.7,-1.5,.,Cc1cnc(NC(=O)c2ccc(-c3nc4ccccc4s3)o2)s1
1.2,1.3,.,Cc1ccc2[nH]c(=O)c(COC(=O)c3ccccn3)cc2c1
.,.,-5,COc1ccc(-c2csc(Nc3ccccn3)n2)cc1
.,.,-58,NC(=O)c1ccc(-n2nnnc2SCC(=O)c2ccc(O)c(O)c2)cc1
.,.,37,CSc1nc2ncc3c(n2n1)CC(C)(C)CC3=O
-0.87,-0.65,-10,Cc1ccc2c(c1)-c1cc(C)nn1C(c1ccc3c(c1)OCO3)N2 (configuration not stated)
.,.,-10,Cc1cc(N2C(=O)C3CCC(c4ccccc4)CC3C2=O)no1 (configuration not stated)
-0.66,-0.87,-25,Cc1c(Cl)cccc1NC(=S)N1CCN(Cc2ccccc2)CC1
0.09,-0.43,-55,CCOC(=O)Cn1cnc(-c2ccc([N+](=O)[O-])cc2)c1
0.59,-0.03,56,CCCN(CCC)S(=O)(=O)c1ccc(NS(C)(=O)=O)cc1
0.17,0.15,.,COc1cc(CNC2CCCC2)cc(OC)c1OC
-0.48,-0.72,.,O=C1c2ccccc2C(Nc2ccc(S(=O)(=O)N3CCOCC3)cc2)N1c1ccccn1 (configuration not stated)

Ordered by length of the SMILES (rising): some entries from above
SDO1 yeast rescue,SDO1 yeast rescue Rescue 24 h,INS promoter inh,smiles
0.33,0.01,-19,O=C(O)C1C2CC3C(OC(=O)C31)C2Cl (configuration not stated)
1.8,1.6,0,O=C(O)c1ccccc1S(=O)(=O)c1ccccc1CO
-1.4,0.83,8,CCOC(=O)c1c(NC(=O)c2cccs2)sc(C)c1C
-0.32,-1.2,13,Cc1ccc(C2N(c3nccs3)C(=O)C3CCCN32)cc1 (configuration not stated)
1,0.02,-113,NC(=O)c1ccccc1NC(=S)NC(=O)c1ccc(Br)o1
-1.4,-1.2,.,N#C/C(=C\c1ccc(F)c(F)c1)C(=O)NC1CCCCC1
0.92,0.38,.,Cc1ccnc(SCC(=O)c2ccc([N+](=O)[O-])cc2)n1
0.58,0.77,12,COC(=O)C1CCN(C(=O)CSc2nnc(-c3ccncc3)o2)CC1
0.02,0.04,33,COc1ccnc(N2CCN(c3cccc(C(F)(F)F)c3)CC2)c1C#N
-2,-1.6,-206,Cc1nn(-c2ccc(F)cc2)c(Cl)c1/C=C1\C(=O)Nc2ccccc21
-0.88,-0.35,.,O=C(NCC(c1ccco1)N1CCN(c2ccc(F)cc2)CC1)OCc1ccccc1 (configuration not stated)
.,.,35,N=C1/C(=C\c2ccc(OC(=O)c3ccco3)cc2)C(=O)N=C2SC=NN12
-0.48,-0.72,.,O=C1c2ccccc2C(Nc2ccc(S(=O)(=O)N3CCOCC3)cc2)N1c1ccccn1 (configuration not stated)

(next part)
SDO1 yeast rescue,SDO1 yeast rescue Rescue 24 h,INS promoter inh,smiles
-1.6,-1.2,-57,CN1/C(=C\C(=O)CN2C(=O)NC3(CCCCCC3)C2=O)C(C)(C)c2ccccc21
3.6*,3.8*,-57,COC(=O)COc1ccc2occ(C(C)=O)c2c1
-0.31,-0.63,.,CCN(CC)S(=O)(=O)c1ccc2c(c1)nc(SCc1nc3ccsc3c(=O)[nH]1)n2CC
-0.18,-0.97,-59,O=S1(=O)CC(O)C(N2CCC(c3ccccc3)CC2)C1 (configuration not stated)
-0.3,-0.07,72*,CCOc1ccccc1N/C=C(\C#N)c1nc2ccccc2n1C
0.57,0.03,18,O=C(COc1nc2ccccc2nc1N1CCOCC1)NCC(F)(F)F
0.23,0.55,.,Cc1oc(-c2ccccc2F)nc1CN1CCC(C(=O)NCc2cccs2)CC1
-0.55,0.25,-11,CCOc1ccc2c(c1)nc(SCC(=O)c1cccs1)n2C
0.11,-0.18,.,C=CCn1c(=O)c2ccccc2n2c(SCc3nnc(-c4ccccc4Br)o3)nnc12
.,.,18,CCc1cccc2c(-c3csc(=NC)n3C)c[nH]c12
0.55,0.32,0,O=C(NCCN1CCOCC1)C1CCC(CNS(=O)(=O)c2ccc(Cl)cc2)CC1 (configuration not stated)
0.79,0.77,-53,CSc1nsc(/C=C/Nc2ccc(Cl)cc2)c1C#N
-2.1,-1.9,19,CN(C)/C=C(\C#N)C(=O)c1cccc(Oc2ccc(Br)cc2)c1
0.52,0.42,.,O=c1[nH]c(=O)n(Cc2ccco2)c2c1C(C(F)(F)F)(C(F)(F)F)N=C(c1ccco1)N2
-0.78,-0.29,-32,CCOC(=O)c1c(NC(=O)CSc2nnc(-c3cccnc3)o2)sc(C)c1C

SDO1 yeast rescue,SDO1 yeast rescue Rescue 24 h,INS promoter inh,smiles
0.81,0.78,-13,Cc1cc(-c2c(C)[nH]n(-c3ccc(Cl)cc3)c2=O)n[nH]1
0.22,-0.48,-7,CCc1ccccc1NC(=S)N(CCN(C)C)C(C)c1ccccn1 (configuration not stated)
.,.,-50,NC(=O)Cn1nc([N+](=O)[O-])nc1Oc1ccccc1C(=O)N1CCOCC1
0.22,-0.83,12,COc1ccc(Cl)cc1S(=O)(=O)NCc1cccs1
0.31,0.27,11,CCOC(=O)c1ccccc1Oc1c(F)c(F)nc(NCCO)c1F
0.79,0.76,.,Cc1cccc(/C=N/c2sc3c(c2C(=O)OC(C)(C)C)CCN(C)C3)c1O
1,0.78,.,COCC(=O)N=Nc1c(O)[nH]c2ccccc12
-0.53,-0.16,.,COc1ccc(NC(=O)C2C(=O)N(C)C3(C)CC2c2ccccc2O3)cc1 (configuration not stated)
0.14,0.14,.,O=C(C1CCCCC1)N1CCN(c2ccccc2F)CC1
-1.7,-0.59,-11,CCOc1nc(N2CCCCC2)nc(-n2cc(-c3ccccc3)nn2)n1
-1.8,-1.1,-42,CCN(CCCNC(=O)CCc1nc(-c2ccc(C)cc2)no1)c1cccc(C)c1
.,.,-12,S=C(NCc1ccccc1)NC1CCCc2ccccc21 (configuration not stated)
0.82,0.07,-14,O=C(CNC(=O)c1ccco1)NCC(=O)OCc1ccc(Cl)cc1
0.28,-0.4,-62,CCOC(=O)Nc1cc(C)ccc1OC
.,.,0,NC(=O)c1cccc(N=Cc2cc(Cl)cc(Cl)c2O)c1

SDO1 yeast rescue,SDO1 yeast rescue Rescue 24 h,INS promoter inh,smiles
.,.,7,Cc1nnc(SCCCCSc2nnc(C)c(=O)[nH]2)[nH]c1=O
.,.,-13,CC(C)C(NC(=O)CNC(=O)OC(C)(C)C)C(=O)NCc1ccc(Cl)cc1 (configuration not stated)
-1.7,-1.7,23,CNC(=S)N1N=C(c2ccc(OC)cc2)CC1c1ccc(N(C)C)cc1 (configuration not stated)
-0.68,-1.2,.,CC1Cc2ccccc2C(=O)N1 (configuration not stated)
0.63,0.74,12,CCOC(=O)c1c(C)n(C)c2ccc(OC(=O)c3ccoc3)cc12
0.13,0.17,82*,CCSc1nc2ccccc2n1C(=O)c1ccc(S(=O)(=O)N2CCCCC2)cc1
0.87,2.1,-162,COc1ccc(N2C(=O)C3CCCN3C2c2ccc(F)cc2)cc1Cl (configuration not stated)
-0.13,0.09,-83,COc1ccc(Cl)cc1C(=O)Nc1ccccc1N1CCN(C)CC1
0.33,-0.76,-14,CCOC(=O)NC(=O)C(=CNc1ccccc1OC)C(=O)NC(=O)OCC
-0.78,0.03,63,Cn1cnnc1SCC(=O)Nc1ccc2nc(SCc3ccccc3Cl)sc2c1
0.18,-0.61,-492,COc1cc(C(N)=O)cc(Br)c1OC
.,.,-13,COc1ccc(-c2csc(-c3ccc(C(=O)O)cc3)n2)cc1
0.82,0.4,.,CC1(C)CC2(CC(C)(C)N1)OC(=O)N1CCc3ccccc3C12C (configuration not stated)
.,.,-10,CCCn1c(SCC(=O)N2CCCC(C)C2)nnc1-c1cccnc1 (configuration not stated)

Not all compounds are listed. The share of hits here may be higher or lower than overall.
